# High-throughput results: PubChem BioAssay, several laboratories
# SDO1 yeast rescue = growth rescue of sdo1-depleted yeast, primary screen, S. cerevisiae, bone marrow failure model. z-score at 10 µM. S. cerevisiae sdo1-depleted JHY4D growth rescue, OD600 30 h; active compounds read high; pdr5 snq2 efflux-pump mutant strain. AID 817, 2007. 140,000 tested, 0.21% active;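 active = z-score above 3 at both the 24 hr and the 30 hr optical density reads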;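 also: z-score against mean and SD of all compound wells on the same plate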
# INS promoter inh = inhibitors of insulin promoter-driven GFP, primary screen, imaging, TRM-6 cells (human fetal islet line), eGFP reporter, cell count | inhibition, % at 2 µM | 130,000 tested, 0.9% active | AID 1273, 2008 | reporter expression induced with tamoxifen;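 active = inhibition above the mean plus 3 SD, with well images judged a real hit on visual review, cut at about 60% in these data, passing the limit was not always enough; inconclusive = inhibition over the cutoff but images rejected on review; inactive = inhibition not above the cutoff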
# SDO1 yeast rescue Rescue 24 h = second read-out of SDO1 yeast rescue, no call of its own (marks repeat the call); z-score; S. cerevisiae sdo1-depleted JHY4D growth rescue, OD600; measured here: growth rescue at 24 h;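 0 is the plate mean of compound wells and units are plate SD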
# Numbers without * were called inactive; ? = inconclusive; nt = not tested or not shown.
# Screens in order – SDO1 yeast rescue	SDO1 yeast rescue Rescue 24 h	INS promoter inh
CCOC(=O)c1c(-n2c(C)cc(C=C3C(=O)NC(=O)NC3=O)c2C)sc2c1CCCC2
  0.24	0.92	47.2
Cc1ccc(-n2c(O)c(/C=N/N3CCCCC3c3cccnc3)c(=O)[nH]c2=S)cc1 (configuration not stated)
  -0.03	-0.38	-3.3
O=C(c1ccccc1)c1cn(CC(=O)N2CCCc3ccccc32)c2ccccc12
  -1.39	-0.64	-2.9
CC(N)Cc1c[nH]c2ccc(Cl)cc12 (configuration not stated)
  nt	nt	16.3
COc1ccc(C(C)=O)cc1CC(C(=O)c1ccc(F)cc1)N(C)C (configuration not stated)
  0.18	-0.53	-18.4
O=C1NC(=O)[C@]2(Cc3ccccc3N3CCN(c4ccccc4)CC32)C(=O)N1c1ccccc1 (some centres not stated)
  -0.49	-0.48	26.7
N#CSCC(=O)N1c2ccccc2CCc2ccccc21
  -1.16	-0.6	nt
CC1=NN(c2ccccc2)C(=O)/C1=C/c1c(O)[nH]c(=S)[nH]c1=O
  0.47	0.24	11.5
CN1Cc2cccnc2N(C)Cc2cc(Cl)ccc21
  -0.13	0.05	-12.9
CCCCCCn1c(O)c(C(C)=NC)c(=O)[nH]c1=O
  0.7	1.71	-35.7
COC(=NC1CCCCC1)C(O)c1c[nH]c2ccccc12 (configuration not stated)
  -0.38	-0.48	-35.2
COc1ccc(NP(=O)(Nc2ccc(OC)cc2)Oc2ccccc2)cc1
  0.39	0.48	nt
CCn1c(=N)n(Cc2ccccc2F)c2ccccc21
  0.11	0.16	0.0
Cc1cc(C=C2C(=O)N(C)C(=O)N(C)C2=O)c(C)n1-c1ccccc1
  nt	nt	0.0
Nc1ccc(C2(c3ccc(N)cc3)CN3CCC2CC3)cc1
  0.44	0.5	-6.7
CCN1CC2(COC(=O)c3ccccc3N)CCC(OC)C34C5CC6C(OC)CC(O)(C5C6OC)C(O)(C(OC)C23)C14 (configuration not stated)
  1.04	0.15	-6.7
CC(C)CC12CN3CCN(CC(C3)/C1=N/O)C2
  0.87	0.89	-41.7
O=C1NC(=O)C(=Cc2cn(CCOc3ccc4c(c3)OCO4)c3ccccc23)C(=O)N1
  -0.43	-0.26	55.6
CC1CN=C(Nc2ccc(F)cc2)S1 (configuration not stated)
  nt	nt	33.3
CC(c1ccccc1F)n1cc(C(=O)Nc2ccc3nc[nH]c3c2)nn1 (configuration not stated)
  0.15	0.1	64.3
COc1ccc(OC)c(C(c2c(O)c3ccccc3oc2=O)c2c(C)n(C)n(-c3ccccc3)c2=O)c1 (configuration not stated)
  nt	nt	25.0
O=c1[nH]c(=S)[nH]c(O)c1N=Nc1ccc2c(c1)OCO2
  nt	nt	-11.1
O=C(c1cccs1)N1C2CCC1CC(O)(c1cccnc1)C2 (configuration not stated)
  0.26	-0.38	nt
COc1cc(-n2c(=S)[nH]c3ccc(C)cc3c2=O)c(Cl)cc1Cl
  nt	nt	33.3
COc1ccc(C(CC(=O)N2CCC3(CC2)OCCO3)NS(=O)(=O)c2ccc(F)cc2)cc1 (configuration not stated)
  1.1	1.4	nt
CN(C(=O)c1ccc(Cl)nc1)C1(c2ccccc2Cl)CCCCC1=O (configuration not stated)
  nt	nt	-75.0
O=C(c1cc(-c2ccccc2)on1)N1CCC2(CC1)OCCO2
  nt	nt	0.0
CS(=O)(=O)N1CCN(C(=N)N[N+](=O)[O-])CC1
  nt	nt	5.0
COc1ccc(C2C([N+](=O)[O-])=C(N)Oc3c2c(=O)oc2ccccc32)cc1 (configuration not stated)
  0.31	0.39	-17.6
CCC(=NCC1CCCO1)c1c(O)n(Cc2ccccc2)c(=O)[nH]c1=O (configuration not stated)
  -0.17	-0.11	nt
O=C1NC(=O)N(Cc2ccco2)C(=O)/C1=C/c1ccc(-c2cccc([N+](=O)[O-])c2)o1
  -0.18	-0.21	59.3
O=c1c2ccccc2nc(SCC2CCCCO2)n1-c1ccccc1 (configuration not stated)
  -0.7	0.5	-366.7
CCN1CCN(C(=O)COc2cc(=O)n(CC)c3ccccc23)CC1
  0.95	1.03	-13.9
COC(=O)N(c1ccccc1)P1(=S)OCCO1
  -0.34	0.01	-7.4
CCOc1ccc(-n2c(O)c(C=NCCCn3ccnc3)c(=O)[nH]c2=O)cc1
  0.45	0.29	23.3
CC(=O)c1c(C)[nH]c(C(=O)N2CCC3(CC2)OCCO3)c1C
  2.07	3.81	nt
Cc1cccc(-c2nc3ccccc3c(=O)n2-n2cccc2)c1
  0.3	-0.27	-57.7
CCOC(=O)C(O)(c1ccc(N(CC)S(=O)(=O)c2ccc(C)cc2)cc1)C(F)(F)F (configuration not stated)
  0.16	0.68	18.8
CCOC(=O)c1cc2c(cn1)[nH]c1ccccc12
  -0.14	-0.49	52.4
COP(=O)(OC)C1(O)C(=O)Nc2ccc(Br)cc21 (configuration not stated)
  0.14	-0.68	12.5
Cc1nc2cc(F)ccc2n1C1CCN(Cc2nnnn2CCc2ccccc2)CC1
  0.4	0.58	25.0
O=c1[nH]c(=O)n(-c2ccccc2)c(O)c1/C=C1/C(c2ccccc2)=Nc2ccccc21
  -0.28	-0.36	-55.2
CN1CCN(Cc2ccc(Br)s2)CC1
  1.12	0.81	4.3
NCCCP(=O)(O)CCc1ccccc1
  0.33	-0.3	nt
COc1ccc(OC)c(-n2c(O)c(C=NCc3ccc4c(c3)OCO4)c(=O)[nH]c2=O)c1
  0.6	-0.08	-15.4
COC(=O)CNC(=O)c1cn(CCC#N)nc1-c1ccc(F)cc1
  nt	nt	-262.5
CN1CCN(c2nc([N+](=O)[O-])nn2C)CC1
  -0.03	-0.58	-14.3
CN1CCN(c2c[nH]c(=O)[nH]c2=O)CC1
  0.36	-0.73	-60.0
Cc1cc(C)cc(-n2c(C)cc(/C=C3\C(=O)NC(=O)N(C)C3=O)c2C)c1
  -0.63	-0.59	15.4
OC(c1ccccc1)(c1ccccc1)c1ccncc1
  1.14	0.79	16.7

# New compounds follow.
# Screens in order – SDO1 yeast rescue	SDO1 yeast rescue Rescue 24 h	INS promoter inh
NC(=O)c1c(NC(=O)c2ccc(S(=O)(=O)N(CCCl)CCCl)cc2)sc2c1CCCCC2
  2.27	1.64	12.0
CC(C)(C)NS(=O)(=O)c1ccc(OCC(=O)N2CCN(Cc3ccccc3)CC2)cc1
  nt	nt	-80.5
COc1ccc(NP(=O)(Oc2ccccc2OC)Oc2ccccc2OC)cc1
  -1.37	-0.89	-57.1
O=Cc1cn(Cc2cccc([N+](=O)[O-])c2)c2ccccc12
  -1.19	-1.06	34.4
N=c1sccn1Cc1ccc(Cl)cc1Cl
  -1.08	-1.42	28.0
CC1CN(O)C2CCc3c(no[n+]3[O-])C12O (configuration not stated)
  -0.48	-0.78	-14.3
CC(NCc1ccccc1C(F)(F)F)C(O)c1ccccc1 (configuration not stated)
  nt	nt	35.0
N#CCCn1cc(C(=O)Nc2ccccc2Br)c(-c2ccc([N+](=O)[O-])cc2)n1
  0.13	-0.22	-21.9
CC1(C)C(C(=O)NN2C(=O)c3ccccc3C2=O)C1(C)C
  0.86	0.33	3.3
Fc1ccccc1N1CCN(Cc2c(F)cccc2F)CC1
  0.03	-0.47	43.8
CC(C)CC1C(C#N)=C(N)Oc2c1c(=O)oc1ccccc21 (configuration not stated)
  0.29	-0.03	nt
Cc1cccnc1-n1c(C)nc2ccccc2c1=O
  0.08	-0.53	-10.3
O=S(=O)(c1ccc(Cl)cc1)N1CCCCC1c1cccnc1 (configuration not stated)
  nt	nt	-58.3
CCOC(C(=O)OCC(O)CN(CC)CC)(c1ccccc1)c1ccccc1 (configuration not stated)
  0.82	-0.43	63.6
Cn1c(=O)cc(SCC(=O)N2CCC3(CC2)OCCO3)c2ccccc21
  3.35*	3.05*	nt
Cc1ccc(-n2c(O)c(C=NCc3cccnc3)c(=O)[nH]c2=O)cc1C
  -0.15	-0.66	23.1
Cc1cccc(C(=O)Nc2ccc(Cl)cc2C(=O)c2ccccc2)c1
  -1.64	-1.74	-45.2
c1ccc2c(CNC3CCCCC3)c[nH]c2c1
  0.16	-0.17	-4.2
Cc1cc(Cl)ccc1OCC(=O)O
  0.34	0.53	54.5
O=P(O)(O)Cc1c(Cl)cccc1Cl
  0.73	-1.12	-33.3
COc1cccc(C2C([N+](=O)[O-])=C(N)Oc3c2c(=O)oc2ccccc32)c1 (configuration not stated)
  1	4.1	26.7
CN(C)CCCN=Cc1c(O)n(CCc2ccc(F)cc2)c(=O)[nH]c1=O
  0	-0.42	27.9
O=C(c1ccc(-c2ccccc2)cc1)C1CCCN(Cc2ccn[nH]2)C1 (configuration not stated)
  nt	nt	-30.0
Cc1c(C(c2ccc(F)cc2)c2c(O)c3ccccc3oc2=O)c(=O)n(-c2ccccc2)n1C (configuration not stated)
  0.2	0.22	-35.7
CC(=C1C(=O)c2ccccc2C1=O)N1CCN(CCN=Cc2c(O)n(C)c(=O)n(C)c2=O)CC1
  0.19	-0.69	37.9
CCC(C)NS(=O)(=O)c1ccc(OCC(=O)N2CCN(CC)CC2)cc1 (configuration not stated)
  0.42	0.01	43.8
COc1ccccc1CN1CCN(Cc2ccc(Cl)cc2)CC1
  nt	nt	8.3
CC(=O)OC1C2CCC1C(N1CCCCC1)CC2 (configuration not stated)
  nt	nt	-35.7
COc1cccc(C(=O)C2CCCN(Cc3ccc4nonc4c3)C2)c1 (configuration not stated)
  nt	nt	-26.7
O=C(Cc1ccccc1)N1CCN(Cc2cccnc2)CC1
  0.77	1.18	59.4
O=[N+]([O-])c1ccc(NCCCN2CCOCC2)c2ncccc12
  nt	nt	42.9
COC(=O)C(O)(c1ccc(N(C)C)cc1)C(F)(F)F (configuration not stated)
  nt	nt	-27.8
Cc1cc(C)nc(NC2=NCCS2)n1
  0.03	-0.29	-25.0
NC(=O)CN1C2CCC1CC(NC(=O)C1CC1)C2 (configuration not stated)
  0.45	0.24	nt
COc1cccc(-n2c(-c3ccoc3)nc3ccccc3c2=O)c1
  -0.21	0.6	-21.4
Cc1cccc(OCC(=O)N2CCN(Cc3cccnc3)CC2)c1
  nt	nt	-12.5
CC(=O)Nc1ccc(OC(=O)N(C)C)cc1
  0.88	0.82	18.2
CC1CN=C(Nc2cccc3ccccc23)S1 (configuration not stated)
  -0.92	-0.82	-57.1
CCCCCCOc1ccc(CN2CCN(C)CC2)cc1
  0.07	0.49	6.5
CNC(=O)Oc1cccc(-c2cn3cc(OC(=O)NC)ccc3n2)c1
  -2.05	-0.79	-38.5

# 4 of the compounds above, comma-delimited.
SMILES,SDO1 yeast rescue,SDO1 yeast rescue Rescue 24 h,INS promoter inh
Cc1cccc(OCC(=O)N2CCN(Cc3cccnc3)CC2)c1,nt,nt,-12.5
CC(=O)Nc1ccc(OC(=O)N(C)C)cc1,0.88,0.82,18.2
CC1CN=C(Nc2cccc3ccccc23)S1 (configuration not stated),-0.92,-0.82,-57.1
CCCCCCOc1ccc(CN2CCN(C)CC2)cc1,0.07,0.49,6.5

# Further results follow.
# Screens in order – SDO1 yeast rescue	SDO1 yeast rescue Rescue 24 h	INS promoter inh
Nc1ccc(Br)cc1C(=O)c1ccccc1
  nt	nt	-44.4
O[C@H]1C2CCC1C(N1CCCCC1)CC2 (some centres not stated)
  1.82	1.65	36.4
CCc1c(C)nc(N)nc1N1N=C1SCC(N)=O
  0.44	-0.48	21.7
Cc1cc(NCCN)nc2ccccc12
  0.56	0.93	-10.8
O=C(C1CC(=O)N(C2CCCCCCC2)C1)N1CCC2(CC1)OCCO2 (configuration not stated)
  0.47	0.11	74.3*
Cc1nn(Cc2ccccc2Cl)c(C)c1C(=O)OCC(=O)N1CC(C)OC(C)C1 (configuration not stated)
  0.73	0.37	nt
CN(CC(=O)Nc1ccccc1-c1ccccc1)C1CCCCC1
  -0.69	-0.11	?
Cc1c(C=O)c2ccccc2n1Cc1cccc(F)c1
  -1.05	-0.11	8.3
O=c1[nH]c(=O)n(Cc2ccco2)c(O)c1C=NCCN1CCOCC1
  -0.6	-1.17	nt
CCOC(=O)N(CC)c1ccc(C(O)(C(=O)OCC)C(F)(F)F)cc1 (configuration not stated)
  0.39	0.06	-92.9
COP(=O)(OC)C(NC(=O)/C=C/c1ccccc1)C(Cl)(Cl)Cl (configuration not stated)
  nt	nt	-2.9
COc1cc(NC(=O)CN2C3CCC2CC(O)(c2cccnc2)C3)cc(OC)c1 (configuration not stated)
  0.78	1.13	14.3
Oc1ccc(Br)cc1CN1CCN(c2ccccc2)CC1
  -0.07	-0.36	-20.0
CN(C)c1ccc(/C=C2/C(=O)NC(=O)N(CCc3ccc(F)cc3)C2=O)cc1
  0.16	-0.21	-19.4
Cc1ccccc1-n1c(-c2ccc([N+](=O)[O-])cc2)nc2ccccc2c1=O
  -0.61	-1.04	-57.1
CN1C(=O)C(Cc2cccs2)C(=O)N(C)C1=O
  0.2	-0.14	nt
C[C@@H]1O[C@@H](O[C@H]2C[C@@H](O)[C@]3(CO)[C@H]4[C@H](O)C[C@]5(C)[C@@H](C6COC(=O)C6)CC[C@]5(O)[C@@H]4CC[C@]3(O)C2)[C@H](O)[C@H](O)[C@H]1O (some centres not stated)
  0.29	0.83	0.0
CC(NCc1ccc(Cl)cc1)C(O)c1ccccc1 (configuration not stated)
  0.48	0.31	28.6

# This is a subset; count on the stated rates, not on these rows.
